Growth percent in the NCI-60 one-dose screen (48 h, 10 µM unless noted): 100 = growth as untreated, 0 = no growth, -100 = all killed.
HL-60(TB): HL-60(TB) leukemia cells; 78,000 compounds, 9% hits; AID 1794776; active = growth percent below 10
Starred values were filed as active, the others as inactive. The list is partial; the hit share may differ from the screen's.

canonical_smiles | HL-60(TB)
N#Cc1c(-c2ccc(F)cc2)nc(SCc2nc3ccccc3[nH]2)nc1N1CCNCC1 | 99
COc1ccc2nc(Cl)c(/C=C/C(=O)c3ccc(NC(=O)CSc4nnc(-c5ccc(Br)cc5)n4-c4ccccc4)cc3)cc2c1 | 87
O=C1C=CC(=O)N1 | 120
CC(=O)N1N=C(c2ccc(Nc3nc(NCCO)nc(NCCO)n3)cc2)CC1c1ccc(F)cc1 (configuration not stated) | 114
C1CCC([PH+](C2CCCCC2)C2CCCCC2[PH+](C2CCCCC2)C2CCCCC2)CC1.[Au].[CH-]1CCCCC1C1CCCC[N-]1 (configuration not stated) | -30*
O=C1NC(=O)c2c1c1c3ccccc3ccc1c1[nH]c3ccccc3c21 | 17
COC(=O)c1ccccc1C(=O)OC1CCCCC1 | 76
O=C(Nc1ccc(Cl)c(Cl)c1)ON1CCCCC1 | 97
CCC(CC)C(=O)OC(C)COc1ccccc1 (configuration not stated) | 110
COc1ccc(C(=O)O/N=C(\Cn2ccnc2)c2ccc(Cl)cc2)cc1 | 102
NCc1nc2ccccc2[nH]1 | 90
C/C(=C/c1c(O)n(C)c2ccccc12)N=O | 65
C[C@H]1[C@H](C)CC[C@]2(C(=O)O)CC[C@]3(C)C(=CC[C@@H]4[C@@]5(C)C/C(=C/c6ccncc6)C(=O)C(C)(C)[C@@H]5CC[C@]43C)[C@H]12 | 62
CC(C)(O)c1ccc(C(=O)O)cc1 | 105
CN1C(C)(C)CC(=NO)CC1(C)C | 87
COc1ccc(-n2cc(-c3ccc(Br)cc3)nc2SCC(=O)c2ccccc2)cc1 | 95
CC[C@H](C)[C@H](NC(=O)[C@H](CCCCN)NC(=O)[C@H](CCCCN)NC(=O)[C@@H](NC(=O)[C@@H](NC(=O)[C@@H](N)Cc1cnc[nH]1)[C@@H](C)CC)[C@@H](C)CC)C(=O)N[C@@H](CCCNC(=N)N)C(=O)N[C@H](C(=O)N[C@@H](Cc1c[nH]c2ccccc12)C(=O)N[C@@H](Cc1ccc(O)cc1)C(=O)N[C@@H](CCCNC(=N)N)C(=O)N[C@@H](CCCCN)C(=O)N[C@@H](C)C(=O)N[C@@H](Cc1c[nH]c2ccccc12)C(=O)N[C@@H](Cc1cnc[nH]1)C(=O)N[C@H](C(=O)N[C@@H](CC(C)C)C(=O)NCC(=O)N[C@@H](CCCCN)C(=O)N[C@H](C(N)=O)C(C)C)C(C)C)[C@@H](C)O | 90
N#Cc1c(-c2ccc(Cl)cc2)nc(NN2C(=O)CCC2=O)nc1N1CCOCC1 | 106
O=C(/C=C/c1ccccc1F)c1cccc(OCCCOc2cccc(C(=O)/C=C/c3ccccc3F)c2)c1 | 97
COC(=O)C(=O)c1cc2ccccc2n1S(=O)(=O)c1ccccc1 | 108
CC1(C(=O)O)CCC(C(=O)Nc2ccccc2)C1(C)C (configuration not stated) | 95
CC1=N/C(=C\c2cccc(C#N)c2)C(=O)O1 | 107
C/C=C/C=N\Nc1ccc([N+](=O)[O-])cn1 | 87
CC1=C(CN(CC(=O)O)CC(=O)O)C(=O)C(C(C)C)=C/C1=C(\c1ccccc1S(=O)(=O)O)c1cc(C(C)C)c(O)c(CN(CC(=O)O)CC(=O)O)c1C | 97
O=C(OCCl)c1ccccc1 | 110

Of the compounds above, these contain bromine.
canonical_smiles | HL-60(TB)
COc1ccc2nc(Cl)c(/C=C/C(=O)c3ccc(NC(=O)CSc4nnc(-c5ccc(Br)cc5)n4-c4ccccc4)cc3)cc2c1 | 87
COc1ccc(-n2cc(-c3ccc(Br)cc3)nc2SCC(=O)c2ccccc2)cc1 | 95

Next compounds:
canonical_smiles | HL-60(TB)
O=c1oc2ccc(Br)cc2cc1-c1csc(-n2ccc(-c3cc4cc(Br)ccc4oc3=O)n2)n1 | 124
O=C(Nc1cc(C(F)(F)F)cc(C(F)(F)F)c1)N1CCN(c2cc(-c3cn(-c4ccccc4)nc3-c3cccc(O)c3)ccn2)CC1 | 71
CN1C[C@@H](c2ccc(Cl)cc2)[C@]2(NC(=S)N(c3ccc(F)c(Cl)c3)C2=O)[C@@]12C(=O)NC1C=CC=C[C@H]12 (some centres not stated) | 36
NC(=S)NC(=O)c1ccccc1 | 97
O=C(CCCCCCCCC(=O)N/N=C\c1ccccc1O)N/N=C\c1ccccc1O | 15
O=C1CCc2cc(O)ccc21 | 96
COc1ccc(NC(=O)N2NC(c3ccc(Cl)cc3)C=C2c2ccccc2)cc1 (configuration not stated) | 85
Cc1cccc2c1S/C(=C/c1ccc(F)cc1)C2=O | 111
COc1cc(C2C3=C(COC3=O)N(CCO)c3cc4c(cc32)OCCO4)cc(OC)c1OC (configuration not stated) | -22*
CCC(C)C(=O)O[C@H]1C[C@H](O)C=C2C=C[C@H](C)[C@H](CC[C@@H](O)C[C@@H](O)CC(=O)O)C21 (some centres not stated) | 100
CCOC(=O)c1sc(/N=C2\NC(=O)/C(=C3/C(=O)N(Cc4ccccc4)c4ccc(Cl)cc43)S2)nc1C | 105
CCc1c(C)c2ccc(O)c(NC(=O)Nc3ccccc3)c2oc1=O | 92
Cn1c(=O)c2c(nc(NC3=NS(=O)(=O)c4ccccc43)n2Cc2ccccc2)n(C)c1=O | 112
O=C(Nc1cccc(-n2cc(-c3ccncc3)c(-c3ccc(O)c(Cl)c3)n2)c1)c1cccc(C(F)(F)F)c1 | 13
CC(=O)CC(=O)NCCCN1CCCCCC1 | 98
O=C(Nc1cccc(NOCc2ccccc2)c1)c1ccc2c(c1)ncn2-c1ccccc1 | 78
COc1ccc2nc3cc(Cl)ccc3c(Nc3ccc(O)cc3)c2c1 | 44
Cc1ccc(/C=N/NC(=O)CSc2nc3ccccc3c(=O)n2Cc2ccc(S(N)(=O)=O)cc2)cc1 | 98
CC(O)c1ccccc1 (configuration not stated) | 99
O=COCC(O)COC=O | 104
O=C1[C@@H]2[C@H](c3nc4ccccc4c(=O)n31)[C@@H]1C=C[C@H]2C1 | 102
CCCCOc1ncnc2c1CC(C)c1cc(O)ccc1N2C (configuration not stated) | 79
CCn1c(SCC(=O)Nc2cccc(C(=O)/C=C/c3ccc(C)cc3C)c2)nc2ccccc2c1=O | 94
Oc1ccc(CN2CCC(N3CCCCC3)CC2)c2cccnc12 | 28
OC1CCC(Oc2cccc3cnc(Nc4ccc5nc[nH]c5c4)nc23)CC1 (configuration not stated) | 9.0*

At a glance, some entries already given.
canonical_smiles | HL-60(TB)
CCCCOc1ncnc2c1CC(C)c1cc(O)ccc1N2C (configuration not stated) | 79
CCn1c(SCC(=O)Nc2cccc(C(=O)/C=C/c3ccc(C)cc3C)c2)nc2ccccc2c1=O | 94
Oc1ccc(CN2CCC(N3CCCCC3)CC2)c2cccnc12 | 28
OC1CCC(Oc2cccc3cnc(Nc4ccc5nc[nH]c5c4)nc23)CC1 (configuration not stated) | 9.0*

(list continues)
canonical_smiles | HL-60(TB)
CC[C@H](CC[C@@H](C)[C@H]1CC[C@H]2[C@@H]3CC[C@H]4C/C(=N\OC)CC[C@]4(C)[C@H]3CC[C@]12C)C(C)C | 103
COc1ccc2c(c1)c(-c1nc(-c3cn(C)c4ncccc34)cs1)cn2CCN | 56
Fc1ccc(-c2cc(-c3cc(-c4ccc(F)cc4)n[nH]3)[nH]n2)cc1 | 104
COc1ccc2nc(-c3ccc(-c4noc(-c5cc(OC)c(OC)c(OC)c5)n4)cc3)[nH]c2c1 | 74
CC(C)(C)N(Cc1ccccc1)Cc1ccccc1 | 90
O=[N+]([O-])c1ccccc1/C=N\NC(=S)N/N=C/c1ccccc1[N+](=O)[O-] | 9.6*
Cc1cc(C)c(-c2cc(O)c(C)cc2O)c(C)c1 | 32
C=CC(C)(C)[C@@]12Nc3c(ccc4c3C=CC(C)(C)O4)[C@]1(O)C[C@H]1C(=O)N3CCC[C@H]3C(=O)N12 | 85
COc1ccc(N2CCN(CCCNS(=O)(=O)c3ccc(C)cc3)CC2)cc1 | 104
Cn1cc(C(=O)c2nc(-c3c[nH]c4ccccc34)no2)c2cc(Br)ccc21 | 94
c1ccc(OCc2ccc(COc3ccccc3)cc2)cc1 | 100
[2H]C1([2H])CCN(C(=O)C2CC2)c2cc(NS(=O)(=O)c3ccc(-c4ccc(F)c(C(N)=O)c4)cc3)ccc21 | 87
COc1ccc(/C(C)=N/NC(=O)CSc2nc3ccccc3c(=O)n2CCc2ccc(S(N)(=O)=O)cc2)cc1 | 77
Cc1cc(C)c2ccc(C)c(N)c2n1 | 119
COC(=O)c1cc2oc(/C=C/C3=C(C(N)=O)C(=O)OC3(C)C)cc2n1Cc1ccccc1 | 60
COc1ccc(/C=C2\N=C(C)N(CCc3ccc(S(N)(=O)=O)cc3)C2=O)cc1OC | 95
O=C(Nc1ccc(S(=O)(=O)Nc2ncccn2)cc1)c1ccc(N=Cc2c(O)[nH]c3ccccc23)cc1 | 144
C=CC1CC=CCC1 (configuration not stated) | 106
CCOC(=O)C1=C(C)n2nc(CC#N)c(C#N)c2NC1c1ccc(Cl)cc1 (configuration not stated) | 105
CN(C)CCOc1ccc(-c2nc3sccn3c2-c2ccnc(S(C)(=O)=O)n2)cc1 | 97
N#Cc1ccc(C(=O)C[n+]2ccn(CC(=O)Nc3cccc4cccnc34)c2)cc1 | 97
CCCSc1nc(-c2ccc(OCc3ccccc3)cc2)c(C#N)c(=O)[nH]1 | 99
COc1ccc(-c2nc(SCCC(C)C)nc(N(CCO)CCO)c2C#N)cc1 | 96
COc1cccc(N)c1N | 108
CC(C)(C)OC(=O)N1CCN(CCn2cc(C(F)(F)F)c3c(Cl)ncnc32)CC1 | 16

Other results follow:
canonical_smiles | HL-60(TB)
Cc1ccc(C2=CSc3ccccc3N2)cc1 | 102
CC(C)OC(=O)Nn1cnc2ccccc21 | 97
C1=C[C@H](c2c[nH]c3ccccc23)c2[nH]c3ccccc3c2[C@H]1c1c[nH]c2ccccc12 | 101
O=C(CSc1nnc(NC(=O)CCl)s1)Nc1ccc2oc(=O)ccc2c1 | 79
O=C(CCCCCCC(=O)c1ccccc1)c1ccccc1 | 110
O=C1/C(=C\c2cccn2C(=O)c2ccc(Cl)cc2)c2ccccc2N1c1c(Cl)cccc1Cl | 108
COc1ccccc1NC(=S)N1CCC(CCCC2CCN(C(=S)Nc3ccccc3OC)CC2)CC1 | 91
CC(C)(C)N1CC(O)C1 | 73
Oc1ccc(/C=N/Nc2nc(N/N=C/c3ccc(O)c(O)c3)nc(N3CCOCC3)n2)cc1O | 100
NC(=O)c1cc(Cl)ccc1NC(=O)COc1ccccc1 | -0.8*
CC(=O)N1N=C(c2ccc(F)cc2)CC1c1cn(Cc2ccc(Cl)cc2)c2ccccc12 (configuration not stated) | 71
Cc1nc(N2CC2)nc(N(C)c2ccccc2)c1[N+](=O)[O-] | 78
CC(=O)C1(c2ccccc2)Oc2ccccc2-n2c(C#N)c3ccccc3c2C1=O (configuration not stated) | 95
Cc1ccsc1[C@@H]1C[C@@H]2Cc3ccc4ccccc4c3N1O2 | 86
CCOC(=O)/C=C/CC1CCNC1 (configuration not stated) | 89
COc1ccc(-c2nn3c(-c4ccccc4F)nnc3s2)cc1 | 48
O=C1CCC(=O)N1CN1CCN(c2cc(=O)n(-c3ccccc3)c3ccccc23)CC1 | 93
O=C(CNc1ccc(Br)cc1)N1CCN(c2ncnc3c2cnn3-c2ccccc2)CC1 | 55
O=[N+]([O-])c1ccc(F)c(C(F)(F)F)c1 | 83
CCOC(=O)C(C(=N)C(=N)C(C(=O)O)C(=O)OCC)C(=O)O (configuration not stated) | 98
O=C(NC(Cc1ccc(O)cc1)C(=O)N=Nc1c(O)[nH]c2ccccc12)c1ccccc1 (configuration not stated) | 101
ClC1=C(Cl)C(Cl)=C(Cl)C1=Cc1ccc(Cl)cc1 | -4.3*
O=c1[nH]c(=O)c2[nH]c(=S)[nH]c2[nH]1 | 105
CCOC(=O)Cn1c(-c2ccccc2)cc(-c2ccccc2)c(C#N)c1=O | 98
COc1ccc(-c2c(N)oc3ccc(Cl)cc3c2=O)cc1OC | 123

Later entries.
canonical_smiles | HL-60(TB)
Cc1nc2sc(C(=O)Nc3cccc(Cl)c3)c(N)c2cc1C(O)c1ccccc1 (configuration not stated) | -41*
CC(C)(C)CC(=O)Nc1ccccc1 | 106
O=C(NNc1nccc(Nc2ccc(S(=O)(=O)Nc3ccncc3)cc2)n1)C(Cl)(Cl)Cl | 118
CC(C)CCC(CC(C)C)=NCC(C)O (configuration not stated) | 99
N#Cc1c(-c2ccc(Cl)cc2)nc(NN=Cc2cccc(Cl)c2)nc1N1CCOCC1 | 72
N#C/C(=C/c1cc(Br)cc(Br)c1O)C(N)=O | 104
CC12CCC3C4(C)COC(c5cccc([N+](=O)[O-])c5)OC4CCC3(C)C1CC(C1=CCOC1=O)O2 (configuration not stated) | 84
CC(O)c1ccc(Cl)cc1 (configuration not stated) | 69
Cc1cc(C)c(N2C(=O)CC(Nc3cccc(C)c3C)C2=O)c(C)c1 (configuration not stated) | 100
O=C1/C(=C2\SC(=S)N(Cc3ccccc3)C2=O)SC(=S)N1Cc1ccccc1 | 97
CC1=C(C)C(=O)C(Nc2ccc(C)c(C)c2)=C(Br)C1=O | -38*
CC(=O)c1cc2ccccc2o1 | 102
CCC(=O)Cc1ccncc1 | 108
C#CC1CC2Cc3c(C)ccc(C)c3N1O2 (configuration not stated) | 98
NC1CCN(Cc2ccccc2)CC1 | 94
NC1=NCCO1 | 74
CC1=C2CC[C@H]3[C@@H](CCC4=CC(=O)CC[C@@]43C)[C@@H]2CC1 | 61
O=C(NCC1CCCCC1)NCC1CCCCC1 | 103
Cn1c(=O)c2[nH]c(SC/C(=N/O)c3ccc(Br)cc3)nc2n(C)c1=O | 99
O=C(c1ccc(F)cc1)c1ccc(F)cc1 | 94
COc1ccc2c(c1)O/C(=C\c1cccc(O)c1)C2=O | 98
Nc1nc2c(c(-c3nc(N)nc4c3Cc3ccccc3-4)n1)Cc1ccccc1-2 | 91
CCCCCN1C=C/C(=C\C(=O)N(C)c2cccc(Cl)c2)c2ccccc21 | 95
COc1ccc(CNc2c3ccccc3nc3ccccc23)cc1F | 13
Cc1ccc(Nc2cccc3cccc(S(=O)(=O)O)c23)cc1 | 124

Some of the entries above, reformatted:
Cn1c(=O)c2[nH]c(SC/C(=N/O)c3ccc(Br)cc3)nc2n(C)c1=O
  HL-60(TB): 99
O=C(c1ccc(F)cc1)c1ccc(F)cc1
  HL-60(TB): 94

Screening results (PubChem)
